Screening results: PubChem BioAssay, Sanford-Burnham Center for Chemical Genomics
HKDC1 inhibitor – HKDC1 (human) hexokinase inhibition; 0.16% of 340,000 active; AID 493160; Q2TB90; inhibition, % at 20 µM; recombinant HKDC1, G6PDH/diaphorase resazurin coupled fluorescence;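 active = inhibition above about 35% when tested at 20 µM, limit read from the data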;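 note: plate controls were DMSO wells with enzyme for no effect and DMSO wells lacking enzyme for full effect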
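Assay system: recombinant HKDC1 hexokinase; detection: coupled resazurin fluorescence, excitation 525 nm, emission 613 nm; benchmarks: DMSO-plus-enzyme-mix negative control, buffer-substituted positive control; compound dosing: single 20 µM dose; schedule: 90 min at room temperature in dark; also added: glucose plus 1 mM ATP as hexokinase substrates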
SENP8 block – blocks the human protease SENP8; Q96LD8; purified SENP8, Z-RLRGG-aminoluciferin cleavage, luminescence; inhibition, % at 10 µM; 1.2% of 330,000 active; AID 2540
Target sequence (Q96LD8 whole entry, looked up): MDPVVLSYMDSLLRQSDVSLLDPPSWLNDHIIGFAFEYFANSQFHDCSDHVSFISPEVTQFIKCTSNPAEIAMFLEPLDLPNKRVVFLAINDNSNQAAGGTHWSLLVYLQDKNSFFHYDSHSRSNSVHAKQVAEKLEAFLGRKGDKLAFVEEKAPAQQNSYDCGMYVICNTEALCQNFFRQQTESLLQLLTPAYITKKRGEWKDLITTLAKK
Gli-Sufu block – blocks Gli-Sufu signaling in a luciferase reporter; 0.74% of 340,000 active; inhibition, % at 5 µM; Sufu-KO-LIGHT fibroblasts, Gli luciferase reporter luminescence;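 active = inhibition above about 55%, limit read from the data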;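 note: 0% = DMSO-treated cells and 100% = wells with medium but no cells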
Jurkat NFkB inh – lowers PMA/ionomycin-induced NF-kB signal in Jurkat cells; AID 435003; 0.53% of 330,000 active; inhibition, % at 4 µM; PMA/ionomycin-induced NF-kB luciferase reporter, luminescence
697 NFkB inh – inhibitors of the PMA/ionomycin-induced NF-kB reporter in 697 B cells. 697 B-cell NF-kB luciferase reporter, 16 h. inhibition, % at 4 µM. 0.33% of 330,000 active; in the data active = inhibition above about 35%
UBC13 polyUb – inhibitors of human UBC13 polyubiquitin chain formation | P61088 | TR-FRET | inhibition, % at 20 µM | 0.47% of 330,000 active | AID 485273; in the data active = inhibition above about 45%, passing the limit was not always enough
Target sequence (P61088 whole entry, looked up): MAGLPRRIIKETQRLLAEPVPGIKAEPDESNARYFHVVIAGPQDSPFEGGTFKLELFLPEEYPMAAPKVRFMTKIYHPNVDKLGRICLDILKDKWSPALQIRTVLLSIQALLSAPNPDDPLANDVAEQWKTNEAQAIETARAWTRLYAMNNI
SENP7 inh – inhibitors of human SENP7 protease; inhibition, % at 5 µM; AID 434973; recombinant SENP7, Z-RLRGG-aminoluciferin luminescence, 40 min; 1.5% of 330,000 active; Q9BQF6;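 active = inhibition above about 50% at the single test dose, limit read from the data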;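 note: plate controls were DMSO with enzyme for no effect and no enzyme buffer wells for full effect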
Target sequence (Q9BQF6 706-1050 limits assumed): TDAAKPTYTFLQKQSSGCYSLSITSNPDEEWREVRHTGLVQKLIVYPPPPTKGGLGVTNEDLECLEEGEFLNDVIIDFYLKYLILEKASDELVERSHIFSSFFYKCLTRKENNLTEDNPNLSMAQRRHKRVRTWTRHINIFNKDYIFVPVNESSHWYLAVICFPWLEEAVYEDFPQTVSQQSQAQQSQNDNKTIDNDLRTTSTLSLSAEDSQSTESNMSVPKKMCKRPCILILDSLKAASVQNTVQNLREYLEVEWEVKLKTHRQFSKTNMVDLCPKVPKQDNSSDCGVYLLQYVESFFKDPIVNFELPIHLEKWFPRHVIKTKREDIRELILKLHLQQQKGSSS
Apaf1 inhib – human Apaf-1 inhibition | O14727 | reconstituted apoptosome caspase-3 activity, DEVD-Rh110 fluorescence | inhibition, % at 20 µM | 0.71% of 330,000 active | AID 489030; active = inhibition of at least 40% at 20 µM;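 note: plate controls were DMSO wells for no effect and DEVD-CHO caspase inhibitor wells for full effect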
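Material: reconstituted apoptosome with Apaf-1, cytochrome c, caspase-9, procaspase-3, dATP / Buffer or medium: pH 7.5 Hepes buffer with CHAPS, BSA, DTT / Also added: cytochrome c with DEVD-Rh110 / Schedule: compound with Apaf-1, dATP, procaspase-3 30 min, then 50 min reaction, room temperature / Technique: rhodamine 110 fluorescence at Ex 480/Em 540 nm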
* hit, by the source's call; nt = no result given. Cut-off read from the data, not from the text of the source, unless noted: active = inhibition above about 50%; inactive = the rest.

Below each SMILES – Jurkat NFkB inh	SENP8 block	697 NFkB inh	UBC13 polyUb	Gli-Sufu block	HKDC1 inhibitor	Apaf1 inhib	SENP7 inh
#1 COc1ccc(-c2nc(Cn3c(SCc4cccc(F)c4)nc4ccncc43)c(C)o2)cc1OC
 : -3	-9	-20	16	4	-1	24	-5
#2 COc1ccc(C(=O)Nc2ccc(NC(=O)C3CC3)nc2)cc1
 : -7	-5	-6	2	23	-1	5	-5
#3 CCNCCOC(c1ccccc1)c1ccccc1
 : 0	-13	-9	-5	4	-6	-1	-10
#4 CC1(C)C(=O)Nc2ccccc2N1C(=O)COc1ccc(C#N)cc1
 : 2	-11	15	-19	13	3	2	-13
#5 O=C(CSc1ccc2c(c1)OCCO2)Nc1ncccc1O
 : 6	-6	5	-4	13	8	-7	-3
#6 OCCN(CCO)CC(O)CN1c2ccccc2Sc2ccccc21 (centres undefined)
 : -21	-1	-22	-2	nt	-4	6	-9
#7 COc1ccc(C)cc1NC(=O)C(c1ccccc1)N1CCN(CC(=O)N2CCOCC2)CC1 (centres undefined)
 : -21	-9	-2	1	0	2	4	1
#8 NC(=O)c1c(N)sc(=S)n1-c1ccccc1
 : 10	3	15	-4	-5	-1	-8	1
#9 C/C(=N\O)c1ncc(C(F)(F)F)cc1Cl
 : 3	-10	7	-8	1	-4	1	-7
#10 O=C(Cc1ccccc1)Nc1ccccc1C(=O)N1CCN(c2ccccc2)CC1
 : -4	-2	16	6	8	-10	8	2
#11 O=C(c1cccc(NS(=O)(=O)c2cccc(C(F)(F)F)c2)c1)N1CCOCC1
 : -5	10	-14	-7	-9	-3	-3	-8
#12 CC1(C)Cc2c(C#N)c(N3CCN(C(=O)c4ccccc4)CC3)nc(-c3ccco3)c2CS1
 : -5	-7	-23	-13	-6	12	37	-12
#13 CC(C)C(OC(=O)c1cccs1)C(=O)NCc1ccccc1 (centres undefined)
 : -8	-1	9	2	7	-10	3	3
#14 O=C(COC(=O)C1=COCCO1)Nc1cccc(Oc2ccccc2)c1
 : -4	-3	-21	-1	-11	8	22	-4
#15 Cc1cc(C)nc(N(C#N)Cc2ccccc2C)n1
 : 14	0	1	2	-2	-5	-3	96*
#16 Cc1sc(-n2c(C)cc(C=O)c2C)c(C(=O)O)c1C
 : -8	5	19	-7	-7	5	-2	-2
#17 O=C(Nc1cc(C(F)(F)F)ccc1N1CCCC1)C1CCCO1 (centres undefined)
 : -9	-1	13	5	33	-1	20	1
#18 CCC(=O)Nc1ccccc1C(=O)OCC(=O)Nc1ccc(S(N)(=O)=O)cc1
 : -6	-16	-1	-1	4	-9	5	-16
#19 CN1CCN/C1=C(/C(Cl)=C(Cl)Cl)[N+](=O)[O-]
 : 8	3	8	4	8	-9	0	-2
#20 COc1ccc(N2CCN(C(=O)c3ccccc3F)CC2)c([N+](=O)[O-])c1
 : 11	1	21	-7	1	-7	-25	6
#21 CCn1c(CNC(=O)Cc2ccc(OC)cc2)nnc1SCC(=O)NC1CCCCC1
 : 0	6	7	3	6	-2	0	11
#22 COc1ccc(-n2c(C)cc(C(=O)CSc3nnc(-c4cccs4)o3)c2C)cc1
 : 27	-1	-15	2	39	10	22	1
#23 O=C(Nc1ccccc1C(=O)Nc1ccccn1)c1ccc([N+](=O)[O-])cc1
 : 2	6	15	-1	2	-6	-15	2
#24 COc1ccc(NC(=O)COc2cccnc2[N+](=O)[O-])cc1OC
 : -6	-2	-7	12	7	0	0	5
#25 NC(=O)c1ccc[n+](CCC[n+]2cccc(C(N)=O)c2)c1
 : -2	1	4	2	-12	17	-5	1
#26 Cc1cccc(C)c1NC(=O)CS(=O)CC(=O)NC1CCN(Cc2ccccc2)CC1 (centres undefined)
 : 8	3	2	-5	5	-1	7	-2
#27 O=C(c1cc(-c2ccccc2)on1)N1CCN(c2ccccc2)CC1
 : -1	0	14	5	3	-1	14	7
#28 COc1ccccc1NC(=O)N1CCCC(c2nc3c(nnn3Cc3ccc(C)cc3)c(=O)[nH]2)C1 (centres undefined)
 : 6	0	11	9	5	-15	15	-6
#29 CCCCn1c(N)c(N(CC(C)C)C(=O)c2ccc(N3C(=O)CCC3=O)cc2)c(=O)[nH]c1=O
 : 8	-8	-10	-2	-3	-3	3	7
#30 CCCC(=O)N(c1ccc(F)cc1)C1C=CS(=O)(=O)C1 (centres undefined)
 : 11	-3	-1	-2	5	-2	-8	-8
#31 O=C(COc1ccc(C(=O)NCC2CCCO2)cc1)Nc1cccc(C(F)(F)F)c1 (centres undefined)
 : -2	5	-38	-2	-5	-3	9	-5
#32 COc1ccc(C(OC(=O)c2ccco2)C(=O)NC2CCCCC2)cc1 (centres undefined)
 : 18	7	2	2	-1	-5	8	-1
#33 CCOCCCNC(=O)C1CCCN1C(=O)Nc1ccccc1[N+](=O)[O-] (centres undefined)
 : 7	5	29	0	11	-6	-30	5
#34 CCN1C(=O)c2ccc(C(=O)NCc3ccco3)cc2C1=O
 : -8	-3	-14	-3	-9	-4	-16	11
#35 Cc1cccc(C(=O)NCc2nnc(SCC(=O)NC(C)c3ccccc3)n2C)c1 (centres undefined)
 : 2	-4	-1	7	-2	-7	-13	1
#36 COc1ccc2cc3c(N)nn(C(=O)c4cccc([N+](=O)[O-])c4)c3nc2c1
 : 27	2	-9	-8	-36	32	-3	-10
#37 Cc1cc(C)cc(NC(=S)NCCSc2ccc(Cl)cc2)c1
 : -9	-2	-1	11	-3	-4	27	2
#38 COc1cc(NC(=O)Cn2cnc(S(=O)(=O)N3CCCC3)c2)cc(OC)c1OC
 : 8	3	12	1	-4	-3	-7	0
#39 Cc1ccc(C(=O)NCC(=O)OCC(=O)Nc2cc(S(=O)(=O)N3CCOCC3)ccc2Cl)s1
 : 1	7	2	4	-5	-6	-8	2
#40 Cc1cccc(C(=O)NC(C(=O)Nc2ccccc2N2CCOCC2)C(C)C)c1 (centres undefined)
 : 6	-2	12	3	-18	-3	-21	-2
#41 COc1ccccc1-n1cnnc1SCC(=O)NC1CCS(=O)(=O)C1 (centres undefined)
 : -8	1	-14	10	14	0	0	4
#42 Cc1[nH]c2ccccc2c1C(=O)CSc1nccc(=O)[nH]1
 : 1	2	-2	-6	1	-2	-12	-1
#43 CCOc1ccc(CCNC(=O)c2nn(C)c3c2CS(=O)(=O)c2ccccc2-3)cc1OCC
 : 5	8	-24	-6	-5	-22	-5	0
#44 Clc1ccc(-c2nnc(-c3ccccc3)c(N3CCSCC3)n2)cc1
 : -3	3	-13	-8	14	4	21	15
#45 COc1ccc(OC)c(S(=O)(=O)NCC(c2cccs2)N2CCc3ccccc3C2)c1 (centres undefined)
 : 0	8	5	-4	3	-3	22	2
#46 COc1cc(CO)ccc1Oc1nnnn1-c1ccc(C(N)=O)cc1
 : -1	2	6	-3	3	-9	-7	-1
#47 CCCn1cnc2cc(NCc3cccs3)ccc21
 : -34	-9	-30	1	-30	0	-13	13
#48 Cc1c(C(=O)N2CC(C)OC(C)C2)sc2nc(-c3ccc(F)cc3)cn12 (centres undefined)
 : 5	3	-15	6	-4	-7	-4	6
#49 O=C(Nc1ccccc1-c1nc2ccccc2s1)c1cccnc1Cl
 : -23	-3	-25	8	4	4	6	6
#50 CC1CC(C)CN(CCCNC(=O)CCC(=O)N2CC(C)Oc3ccccc32)C1 (centres undefined)
 : 8	8	-2	8	5	-5	-5	-1
#51 CCOc1ccc(-c2nnn(CC(=O)NCc3ccco3)n2)cc1OCC
 : -10	6	5	4	-2	-3	5	2
#52 CN(C)C(CNC(=O)c1cccnc1Sc1ccccc1)c1ccco1 (centres undefined)
 : -15	-5	-9	9	1	-6	-4	-1
#53 Cc1cc(C)c2cc(CN(CC3CCCO3)S(=O)(=O)c3ccc4c(c3)OCCO4)c(=O)[nH]c2c1 (centres undefined)
 : -53	-9	-70	2	-17	12	15	7
#54 COc1cc(OC)c(NS(=O)(=O)c2cc(C(=O)OCC(=O)NCC3CCCO3)ccc2OC)cc1Cl (centres undefined)
 : -20	-5	9	-6	-4	-3	9	-8
#55 O=C(Nc1ccc(Cl)cn1)c1ccccc1SCc1ccccc1
 : 4	-6	10	-3	7	-2	8	9
#56 CCOC(=O)N1CCN(C(=O)CN(C)S(=O)(=O)c2ccc3c(c2)c(=O)n(C)c(=O)n3C)CC1
 : -3	2	11	5	2	-8	3	-3
#57 Cc1ccc(/C=N/N2CCN(Cc3cccc4ccccc34)CC2)o1
 : 1	1	1	3	13	0	5	-3
#58 O=C1N=C(N2CCCCC2)SC1=C1CCCCC1
 : -38	3	-25	5	-72	-7	-2	10
#59 CCN1CCN(C(=O)C2CCN(S(=O)(=O)c3cccc4cccnc34)CC2)CC1
 : 7	-8	-11	4	4	-6	2	17
#60 C=CCCC(=O)N1CCCC(Cc2cccc(Cl)c2)(C(=O)OCC)C1 (centres undefined)
 : -2	-8	-11	3	15	-1	4	8
#61 O=C(Cc1cccc2ccccc12)NNC(=O)c1cccs1
 : -3	-4	-7	2	-1	1	4	-1
#62 Cc1[nH]n(-c2ccc([N+](=O)[O-])cc2)c(=O)c1C=NCCN1CCN(C(=O)c2cccc(F)c2)CC1
 : 4	67*	0	-4	-1	3	10	88*
#63 CCC(CC)c1nnc(NC(=O)c2cc([N+](=O)[O-])ccc2N2CCCCC2)s1
 : 2	-2	-15	-5	-9	-6	11	8
